GAA inh: alpha-glucosidase (human) inhibition | P10253 | purified human GAA, 4-MU-alpha-glucoside fluorescence | Potency, µM (doses to about 76.9 µM), without a hit: top-dose activity change, negative = inhibition, most hits filed as inhibitors | 200,000 compounds, 0.005% hits | AID 1466;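 further: potency means the concentration at half of the fitted maximal effect; plate controls were uninhibited enzyme wells for no effect and no-enzyme background for full effect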
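Human alpha-glucosidase, 4 nM, pre-mixed with test compounds before 400 uM 4-methylumbelliferyl substrate; 20 min room temperature at pH 5.0. Fluorescence read after pH 10 stop; AC50 values from Hill-equation fits.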
HTT ATP protect: protects HTT-Q103 PC12 cells, measured by ATP; PC12 HTT-Q103 induced, cytoprotection, ATP luminescence, 40 h; Potency, µM (doses to about 56.4 µM), for inactives: cytoprotection (ATP increase), actives largely listed as activators; 230,000 compounds, 0.14% hits; AID 1471;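 further: potency means the concentration at half of the fitted maximal effect; % of control where 0% means no effect; nearly all actives have a fitted effect of over 45% in size; toxic huntingtin expression switched on by the ecdysone agonist tebufenozide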
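PC12 cells with ecdysone-inducible HTT exon 1 Q103-GFP, induced with 100 nM tebufenozide and co-treated with library compounds in a dose series (1536-well, 1500 cells/well). Cytoprotection read as ATP content by ATPlite luminescence.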
CBFb-RUNX1 inh: CBF-beta/RUNX1 interaction disruption. Q01196+Q13951. AlphaScreen CBFb-His/RUNX1-biotin binding, biochemical. Potency, µM (top dose mostly 59.8 µM), inactives show at the highest dose activity, negative = inhibition, usual class: inhibitors. 230,000 tested, under 10 active; further: % of control where 0% means no effect
Target sequence (Q01196 whole entry, looked up): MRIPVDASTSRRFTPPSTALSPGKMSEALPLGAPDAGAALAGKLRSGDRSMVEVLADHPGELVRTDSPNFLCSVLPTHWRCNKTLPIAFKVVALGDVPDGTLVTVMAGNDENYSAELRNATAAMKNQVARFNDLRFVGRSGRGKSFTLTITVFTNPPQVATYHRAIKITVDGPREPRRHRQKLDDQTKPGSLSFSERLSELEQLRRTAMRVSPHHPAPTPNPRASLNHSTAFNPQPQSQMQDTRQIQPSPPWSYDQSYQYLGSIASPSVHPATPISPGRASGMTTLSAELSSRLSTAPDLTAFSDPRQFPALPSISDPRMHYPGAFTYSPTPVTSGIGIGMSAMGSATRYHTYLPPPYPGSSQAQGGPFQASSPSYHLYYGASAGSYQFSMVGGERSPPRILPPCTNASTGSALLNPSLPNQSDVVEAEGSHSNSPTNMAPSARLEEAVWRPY
Target sequence (Q13951 whole entry, looked up): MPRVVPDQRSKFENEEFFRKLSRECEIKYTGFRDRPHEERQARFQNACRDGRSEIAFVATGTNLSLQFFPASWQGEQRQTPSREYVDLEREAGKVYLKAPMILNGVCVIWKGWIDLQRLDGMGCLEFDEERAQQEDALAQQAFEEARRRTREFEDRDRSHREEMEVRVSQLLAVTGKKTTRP
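AlphaScreen proximity signal reports loss of binding between His-tagged CBF-beta and biotin-labelled RUNX1, each at 30 nM. Proteins are pre-associated for 20 minutes, compounds added for 15 minutes, then beads for 90 minutes, all at ambient temperature.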
Lamin A splicing: LMNA splicing modulation; 200,000 compounds, 0.01% hits; AID 1487; HeLa LMNA splicing GFP/RFP minigene ratio, 48 h; Potency, µM (highest dose often 46.1 µM), for the others: at the top dose ratio change, negative = inhibition, usual class: inhibitors; active means well fitted inhibition curve with a large enough effect in the signal ratio, with a control signal flat, not every such curve was filed as active; inconclusive means small, poorly fitted or top-dose-only effect, or effect the other way, or a change in a side signal; the % refers to the signal ratio; further: potency means the concentration at half of the fitted maximal effect; on the % scale 0 is the no-effect control and ±100 the full control effect
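Read-out is the ratio of GFP to DsRed2 object intensity, acquired by 488 nm laser-scanning cytometry on HeLa lamin A-EGFP minigene reporter cells. Compound incubation 48 hrs at 37 °C in Opti-MEM with 2% FBS; DMSO 0.5% final.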
GAA spleen mod: inhibitors or activators of human alpha-glucosidase in spleen homogenate; P10253; human spleen homogenate, 4-MU-alpha-glucoside fluorescence; Potency, µM (series often up to 79.9 µM), for the others: at the top dose activity change, negative = inhibition, most hits filed as inhibitors; 240,000 compounds, 0.006% hits; AID 2112;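 further: potency means the concentration at half of the fitted maximal effect; 0% = enzyme with vehicle and -100% = no enzyme basal signal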
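Human spleen homogenate (1 ug) incubated with compounds and 1 mM 4-methylumbelliferyl-alpha-D-glucopyranoside in pH 5.0 citrate/phosphate buffer, 37 C, 40 min. Stopped at pH 10; 4-MU fluorescence (Ex 365/Em 440 nm); AC50 by Hill fit.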
GAA glycogen mod: alters human alpha-glucosidase cleavage of glycogen | 300,000 compounds, 0.38% hits | recombinant GAA, glycogen substrate, Amplex Red glucose oxidase fluorescence | Potency, µM (titrated, usually from 76.4 µM), without a hit: top-dose activity change, negative = inhibition, actives largely listed as inhibitors;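 further: potency means the concentration at half of the fitted maximal effect; 0% = full enzyme reaction and -100% = no-enzyme basal signal; the screen sought inhibitors and activators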
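Natural-substrate format: glycogen cleavage by 4 nM human enzyme, glucose read by Amplex Red coupling (Ex 573, Em 610 nm). Normalized to enzyme and no-enzyme controls.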
HTT aggregate: mutant huntingtin aggregation inhibition | PC12 HttQ103-GFP aggregates, Acumen cytometry, 40 h | Potency, µM (series often up to 46.1 µM), without a hit: top-dose activity change, negative = inhibition, hits mostly inhibitors | 220,000 compounds, 1.1% hits | AID 1688; further: potency means the concentration at half of the fitted maximal effect; on the % scale 0 is the no-effect control and ±100 the full control effect; nearly all actives have a fitted effect of over 60% in size
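Using laser scanning cytometry, GFP-positive aggregates were counted after lysis of PC12 cells induced with 100 nM tebufenozide to express HTT exon 1 Q103–GFP. Compounds were tested in titration.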
* marks the source's active call; other numbers are inactive results; ? = inconclusive; . = no result given; & = joins results of further samples; [ ] = remark or other dose. Unless noted, the call rests on the fitted dose curve; in most records, active means well fitted curve in the direction sought with a large enough effect; inconclusive means small, poorly fitted or top-dose-only effect, or another doubt; inactive means no such curve, though single readings can be large; an effect the other way counts as inactive or inconclusive. The order is random. About 1.5% of those tested had a hit in this group.

SMILES,GAA inh,HTT ATP protect,CBFb-RUNX1 inh,Lamin A splicing,GAA spleen mod,GAA glycogen mod,HTT aggregate
Cc1ccc(N2CC(C(=O)OCc3ccccc3)CC2=O)cc1 (stereo not drawn),1%,-3%,-4%,-2%,1%,5%,-7%
O=C(O)CNC(=O)/C=C/c1ccc(Cl)cc1Cl,1%,-57%[inhibitor],0%,.,5%,-5%,-19%
COc1ccc(CN2CCNC(=O)C2CC(=O)N2CCCCO2)cc1OC (stereo not drawn),.,-8%[10 µM],9%,.,1%,7%,-1%[9.22 µM]
CC(NC(=O)COC(=O)Cc1ccc(-c2ccccc2)cc1)c1ccccc1 (stereo not drawn),?,3%[10 µM],9%,0%,5%,5%,-5%
COc1cccc(-c2nnc(SCC(=O)Nc3cc(C)ccc3OC)n2N)c1,?,-6%[0.074 µM],7%,15%,5%,-2%,1%
Cc1csc(SCC(=O)NCc2ccccc2)n1,-1%,-13%,-5%,8%[46 µM],-10%,-3%,-12%
C#CC(C)(CC)NC(=O)Cn1nnc(-c2cccc(C(F)(F)F)c2)n1 (stereo not drawn),-6%,-36%,-6%,.,-6%,-4%,-19%
FC(F)(F)c1nc(SCc2ccc(Cl)cc2Cl)n[nH]1,-5%,0%[10 µM],12%,.,2%,-2%,18%[9.22 µM]
C[N+](C)(C)CCCCCC(=O)/C=N/O,10%,15%[10 µM],0%,-2%,0%,4%,9%
Cc1nc2ccccn2c1C(=O)N=Nc1c(O)n(CCC(C)C)c2ccccc12,-15%,14%[10 µM],5%,-5%,-7%,9%,35µM*
Cc1cccc(C)c1Nc1nnc(SCc2nc3ccccc3s2)s1,-5%,18%[10 µM],-3%,?,-8%,3%,-5%
Oc1cc2c(cc1C(c1ccc(Cl)c(Cl)c1)N1CCCC1)OCO2 (stereo not drawn),5%,-47%,-22%,.,0%,?,19%[9.22 µM]
COc1ccc(Cn2c(CCC(=O)NCc3ccco3)nc3cccnc32)cc1,-5%,-4%,2%,?,8%,8%,-14%
COC(=O)c1sccc1NC(=O)c1c(C)cc(=O)oc1C,?,6%,2%,5%,-15%,3%,-10%
CC(C)c1nc2cc3ccccc3cc2[nH]1,-8%,-26%,-2%,?,7%,-1%,-3%
Cc1c(C2Nc3ccccc3NC3=C2C(=O)CC(C)(C)C3)cnn1C (stereo not drawn),-3%,3%[10 µM],-4%,-7%,-3%,-1%,-19%
CCC(=O)OC1(C)C(=O)C=C2C=C(CCCCNC(=O)OC(C)(C)C)OC=C2C1=O (stereo not drawn),.,?,-24%,.,1%,.,.
CCCc1n[nH]c2c1C(=O)C(C(=O)OC)C(C)(C)C2 (stereo not drawn),-5%,-7%,0%,10%,-2%,10%,5%
COc1ccc(NC2c3ccccc3C(=O)N2c2cccnc2)cc1 (stereo not drawn),.,1%[10 µM],-4%,.,0%,-11%,11%[9.22 µM]
COc1ccc(C/C(N)=N/OC(=O)Cc2ccccc2)cc1OC,-2%,-10%,-3%,12%,-2%,6%,-7%

Profiles as entered above. Order of screens: GAA inh	HTT ATP protect	CBFb-RUNX1 inh	Lamin A splicing	GAA spleen mod	GAA glycogen mod	HTT aggregate
`Cc1nc2ccccn2c1C(=O)N=Nc1c(O)n(CCC(C)C)c2ccccc12` is listed as -15%	14%[10 µM]	5%	-5%	-7%	9%	35µM*
`CCCc1n[nH]c2c1C(=O)C(C(=O)OC)C(C)(C)C2` (stereo not drawn) is listed as -5%	-7%	0%	10%	-2%	10%	5%
`Cc1c(C2Nc3ccccc3NC3=C2C(=O)CC(C)(C)C3)cnn1C` (stereo not drawn) is listed as -3%	3%[10 µM]	-4%	-7%	-3%	-1%	-19%
`CC(NC(=O)COC(=O)Cc1ccc(-c2ccccc2)cc1)c1ccccc1` (stereo not drawn) is listed as ?	3%[10 µM]	9%	0%	5%	5%	-5%
`Cc1cccc(C)c1Nc1nnc(SCc2nc3ccccc3s2)s1` is listed as -5%	18%[10 µM]	-3%	?	-8%	3%	-5%

(list continues)
SMILES,GAA inh,HTT ATP protect,CBFb-RUNX1 inh,Lamin A splicing,GAA spleen mod,GAA glycogen mod,HTT aggregate
COC(=O)c1ccc(CSc2ccc3nnc(-c4ccc(F)cc4)n3n2)o1,-10%,-59%[inhibitor],3%,8%[9.22 µM],9%,-1%,-10%
CCCCc1cc2c(cn1)=C(OC(=O)CCC(=O)OC)C(C)(OC(=O)CC)C(=O)C=2 (stereo not drawn),.,0%[10 µM],6%[13.1 µM],6%[9.22 µM],-7%[17.4 µM],.,.
CCN(CC)Cc1csc2ccc(Br)cc12,-2%,-7%,-5%,6%,-3%,0%,7%
Cc1cc(NC(=O)CSc2nnc(-c3ccco3)n2CC2CCCO2)no1 (stereo not drawn),-2%,-18%,4%,-3%,2%,0%,8%
COc1cc(NC(C)CCCN)c2ncccc2c1Oc1ccccc1 (stereo not drawn),1%,14%[0.074 µM],-3%,8%,-2%,5%,0%
Cc1[nH]c2ccccc2c1/C=N/Nc1ccccn1,1%,2%,?,?,-12%,?,3%
Cc1ccc(-c2noc(CN3CCN(Cc4ccccc4)CC3)n2)cc1,2%,36%[10 µM],-2%,?,-4%,0%,23%
Cc1cc(C(=O)COC(=O)[C@H](C)NC(=O)c2ccco2)c(C)n1Cc1ccco1,0%,-14%[10 µM],-15%,-5%[46 µM],-1%,5%,-4%
C[C@@H](C(=O)N[C@H](C(=O)O)c1ccccc1)n1nnc2ccccc2c1=O,2%,-1%[0.074 µM],-4%,-4%,-6%,5%,20%
Cn1c(=O)c2c(ncn2CC(N)=O)n(C)c1=O,5%,28%,-7%,10%,-3%,4%,5%
CN(CC[C@@H](Oc1ccc(-c2ccccc2)cc1)c1ccc(F)cc1)CC(=O)O,.,21%,9%[21.7 µM],.,9%,.,.
COc1ccccc1CN(C)CC(=O)Nc1ccc(Cl)cc1F,-3%,0%[10 µM],22%,9%[46 µM],3%,-7%,-14%
CCOc1ccccc1C(=O)Nc1nn[nH]n1,4%,-20%,-1%,-9%[46 µM],5%,-7%,23%
COc1ccc(/C=N/NC(=O)c2cc(C(C)(C)C)[nH]n2)cc1COc1ccc(F)cc1F,?,-69%[inhibitor],-12%,?,-7%,-12%,?
COc1ccc2c3c([nH]c2c1)C1CC2C(CC(O)C(OC)C2CO)CN1CC3 (stereo not drawn),.,-2%[10 µM],3%,.,3%,-1%,-26%[9.22 µM]
Cc1ccc([N+](=O)[O-])cc1-c1ccc(/C=C(\C#N)c2[nH]nc(N)c2C#N)o1,2%,.,27%,?,-8%,5%,-11%
Cc1cc(C)c2nc(NC(=O)c3ccc4c(=O)n5c(nc4c3)CCCCC5)sc2c1,-1%,18%[10 µM],6%,?,-16%,7%,1%
C/C(=N\NC(=O)c1ccncc1)c1ccc(N(C)C)cc1,-10%,-36%[inhibitor],13%,.,.,9%,-5%
Cc1ccc(C(C(=O)NC2CCCCC2)N2CCN(C(=O)c3ccco3)CC2)cc1 (stereo not drawn),3%,-3%,4%,-5%,1%,2%,-10%
Nc1nc(Br)c2ccccc2c1-c1ccc(F)cc1,7%,14%,8%,5%,-8%,-3%,?
CCOC(=O)C1=C(NC(=S)NC(=O)c2ccccc2)c2ccccc2CC1(C)C,-2%,-30%,-4%,1%,-10%,-8%,-7%
CN1/C(=C\C(=O)C[n+]2ccc3ccccc3c2)C(C)(C)c2ccccc21,-9%,-51%[inhibitor],-10%,?,-6%,4%,?
Cc1cc(Cl)c(OCCCN2CCCCC2)c(Br)c1,3%,4%[10 µM],-2%,?,1%,2%,12%
c1ccc(-c2n[nH]c(-c3ccccn3)n2)nc1,-6%,-23%,1%,3%,5%&-2%,0%&4%,1%
COC(=O)c1cccc(S(=O)(=O)N2CCN(c3nc4ccccc4s3)CC2)c1,-5%,-3%[10 µM],0%,11%,-4%,10%,5%
O=[N+]([O-])c1ccccc1-c1ccc(C(=S)N2CCN(c3ccccc3)CC2)o1,.,6%[10 µM],.,.,5%,-6%,21%[9.22 µM]
CCOC(=O)c1cc(C#N)c(=S)[nH]c1C,-8%,-6%,-12%,.,.,-28%,-9%
CCc1ccccc1N=C1S/C(=C/c2ccccc2OCC(=O)N2CCOCC2)C(=O)N1C,?,14%[10 µM],?,?,-2%,-10%,-14%
N=C1N=C(N)c2cc3ccccc3cc21,.,-73%[inhibitor],-1%[21.7 µM],.,13%,.,.
O=C(NCc1nnc(SCc2ccc(F)cc2)n1-c1ccccc1)C12CC3CC(CC(C3)C1)C2,-10%,-18%[10 µM],3%,-17%,3%,12%,-23%
COc1ccccc1Nc1nc(-c2ccccc2O)nc2ccccc12,2%,5%[10 µM],4%,-18%[46 µM],3%,-7%,8%[9.22 µM]
O=[N+]([O-])c1ccc([N+](=O)[O-])c(Nc2ccc(N3CCOCC3)cc2)c1,-2%,16%[10 µM],-7%,7%[46 µM],1%,10%,12%
CCOC(=O)c1[nH]cc(-c2ccccc2)c1N1CCOCC1,-4%,5%[10 µM],27%,-19%,-5%,-9%,-14%
Cc1nnc(NC(=O)c2cccc(S(=O)(=O)N3CCc4ccccc43)c2)s1,?,3%,1%,-9%,-5%,2%,?
Cc1cc(NC(=O)COC(=O)c2cc(S(=O)(=O)N(C)c3ccccc3)ccc2Cl)no1,.,-8%[10 µM],3%,.,-1%,-14%,-3%[9.22 µM]
CN(C)S(=O)(=O)c1ccc(C(=O)Nc2ccccn2)cc1,-1%,-13%[10 µM],5%,?,6%,0%,-5%
COc1ccc2ccc3c(c2c1)N=C[C@]1(O3)N(C)c2ccccc2C1(C)C,1%,-57%[inhibitor],-22%,?,-7%,?,?
COc1ccc(CCNC(=O)c2ccccc2NC(=O)c2ccco2)cc1OC,3%,-8%,0%,-8%,-4%,-5%,13%
CCOC(=O)c1c(NC(=O)CSc2nnc(-c3cccnc3)o2)sc2c1CCC2,0%,10%[10 µM],0%,-3%,-3%,1%,7%
